# Screening results deposited in PubChem BioAssay by Sanford-Burnham Center for Chemical Genomics.
# tim23-1 inh: growth inhibitors of tim23-1 mutant yeast; inhibition, % at 20 µM; 330,000 tested, 1.3% active; S. cerevisiae tim23-1 growth, BacTiter-Glo luminescence, 24 h;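 active = growth inhibition of the mutant yeast at or above 50%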;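 also: temperature-sensitive mutant grown at 25 °C; plate controls were DMSO-treated mutant yeast for no effect and medium wells lacking yeast for full effect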
# Mdm2 MdmX PPI: inhibitors of human Mdm2/MdmX interaction; O15151+Q00987; inhibition, % at 8 µM; AID 485346; SaOS-2 split-luciferase Mdm2/MdmX complementation, luminescence; 330,000 tested, 3% active;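 active = inhibition of at least 50% at 8 µM in the primary screen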
# Target sequence (O15151 whole entry, looked up): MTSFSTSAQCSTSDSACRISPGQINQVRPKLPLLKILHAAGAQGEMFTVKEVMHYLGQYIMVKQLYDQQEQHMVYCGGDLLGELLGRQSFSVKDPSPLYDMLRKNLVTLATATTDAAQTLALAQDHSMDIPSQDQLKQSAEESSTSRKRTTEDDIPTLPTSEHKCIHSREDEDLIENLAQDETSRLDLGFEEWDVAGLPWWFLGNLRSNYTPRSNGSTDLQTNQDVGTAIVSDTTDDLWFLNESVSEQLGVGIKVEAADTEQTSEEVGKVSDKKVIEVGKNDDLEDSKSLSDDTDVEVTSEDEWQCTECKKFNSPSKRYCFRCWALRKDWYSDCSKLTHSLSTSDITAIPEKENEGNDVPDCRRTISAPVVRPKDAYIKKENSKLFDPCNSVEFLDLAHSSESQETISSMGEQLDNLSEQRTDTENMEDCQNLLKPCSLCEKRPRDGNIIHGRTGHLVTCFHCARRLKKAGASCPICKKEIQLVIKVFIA
# Target sequence (Q00987 whole entry, looked up): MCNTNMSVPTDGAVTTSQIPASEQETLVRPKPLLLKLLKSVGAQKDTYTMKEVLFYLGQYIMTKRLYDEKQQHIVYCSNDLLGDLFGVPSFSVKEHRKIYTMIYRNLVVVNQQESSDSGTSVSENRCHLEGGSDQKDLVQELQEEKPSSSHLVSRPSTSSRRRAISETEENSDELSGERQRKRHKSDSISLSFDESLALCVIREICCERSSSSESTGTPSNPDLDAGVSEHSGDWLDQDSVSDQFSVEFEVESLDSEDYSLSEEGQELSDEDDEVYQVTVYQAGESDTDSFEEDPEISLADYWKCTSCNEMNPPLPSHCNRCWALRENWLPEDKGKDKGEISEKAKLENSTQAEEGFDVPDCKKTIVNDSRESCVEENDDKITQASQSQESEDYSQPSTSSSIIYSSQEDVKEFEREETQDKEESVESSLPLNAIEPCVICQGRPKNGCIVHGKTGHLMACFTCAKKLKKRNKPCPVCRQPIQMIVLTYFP
# CHOP UPR activ: activators of apoptotic arm of unfolded protein response (CHOP); CHO-CHOP luciferase reporter, UPR activation, luminescence; percent of tunicamycin response over DMSO baseline; activation, % at 10 µM; 330,000 tested, 0.34% active;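 active = at 10 µM dose, activation of 40% or more, normalized to positive control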;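 also: 100% = tunicamycin at 10 µg/mL and 0% = DMSO alone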
#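 System: CHO-CHOP luciferase reporter cell line; amount: 500 cells/well; buffer or medium: F12 medium containing 10% fetal bovine serum; incubation: 6 h compound exposure at 37 °C after overnight seeding; measured by: luciferase luminescence after 10 min with Steady-Glo reagent; evaluation: % reporter activation, DMSO baseline versus tunicamycin full activation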
# APJ agonist: APJ receptor agonism | CHO-K1 APJ PathHunter beta-arrestin, luminescence; 0% DMSO wells, 100% apelin | P35414 | 330,000 tested, 0.11% active | AID 2520 | activation, % at 20 µM;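 active = activation more than six SD over the plate average, tested at 20 µM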;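 also: 0% = DMSO alone and 100% = apelin-13 at 10 nM; some results filed as inactive read as strong as hits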
#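 Assay system: CHO-K1 APJ beta-arrestin complementation cell line / Compound: single test compound dose, 20 µM final, 1% DMSO / Times: overnight seeding, 90 min compound at 25 °C, 1 h detection / Technique: beta-gal luminescence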
# APJ antag: blocks the human apelin receptor APJ; P35414; CHO-K1 APJ beta-arrestin complementation, luminescence; inhibition, % at 20 µM; 330,000 tested, 0.32% active;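 active = inhibition above about 40% at 20 µM, limit read from the data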;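 also: cells challenged with 10 nM apelin-13 agonist together with compound; plate controls were apelin-13 plus DMSO wells for no effect and DMSO wells lacking apelin-13 for full effect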
# CCR6 antagonist: antagonists of human CCR6 receptor; inhibition, % at 20 µM; 340,000 tested, 0.49% active; CHO-K1 CCR6 PathHunter beta-arrestin, luminescence, CCL20-stimulated;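 active = compounds whose inhibition of the agonist-driven luminescence signal at 20 µM reaches about 50%, limit read from the data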;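 also: cells stimulated with CCL20 at 14 nM final; plate controls were DMSO with CCL20 for no effect and DMSO without agonist for full effect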
# XBP1 UPR activ: activators of adaptive arm of unfolded protein response (XBP1). 330,000 tested, 0.33% active. AID 463104. CHO-XBP1 luciferase reporter, IRE1-XBP1 UPR activation, luminescence; percent of tunicamycin response, DMSO as zero. activation, % at 20 µM;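 active = versus positive control, 20 µM dose yields 30% or more activation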;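 also: 100% = tunicamycin at 10 µg/mL and 0% = DMSO only wells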
#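 Material: IRE1-XBP1 luciferase reporter CHO line / Quantity: one thousand reporter cells per well / Buffer or medium: F12 with 10% serum / Compound: 20 µM single concentration, DMSO 1% / Times: 6 h treatment, 37 °C / Detection: Steady-Glo luciferase glow luminescence, 10 min after reagent addition / Benchmarks: tunicamycin high, DMSO low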
# CXCR6 inh: blocks human CXCR6 beta-arrestin recruitment; O00574; CHO-K1 PathHunter CXCR6 beta-arrestin, luminescence; inhibition, % at 20 µM; 360,000 tested, 0.36% active; AID 602244; in the data active = inhibition above about 34%, passing the limit was not always enough;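 also: antagonist mode with CXCL16 agonist at 10 nM final; 0% = 10 nM CXCL16 with DMSO and 100% = unstimulated wells without agonist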
# EBI2 block: antagonists of human EBI2 receptor; P32249; EBI2 beta-arrestin recruitment, luminescence, 7a,25-OHC stimulated; inhibition, % at 5 µM; 360,000 tested, 0.81% active; AID 651636; in the data active = inhibition above about 38%;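 also: enzyme fragment complementation signal reports receptor beta-arrestin coupling in cells; 0% = agonist plus DMSO wells and 100% = wells without agonist; some results beyond the cut were filed as inactive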
# Starred values were filed as active, the others as inactive; x = no result given. Only part of the results is shown (hit frequency here may not be typical).
SMILES,tim23-1 inh,Mdm2 MdmX PPI,CHOP UPR activ,APJ agonist,APJ antag,CCR6 antagonist,XBP1 UPR activ,CXCR6 inh,EBI2 block
COc1ccc(CCNC(=O)c2nc3ncccn3n2)cc1OC,-4,6,0.6,-2,12,-16,1,4,-1
COc1ccc(/C=N/NC(=O)CSc2nnc(C)n2-c2ccccc2)c(OC)c1OC,9,-18,-5.7,0,15,1,-3,-1,7
CCn1cc(C(=O)NNC(=O)c2ccc(Cl)cc2)c(=O)c2ccc(C)nc21,-17,18,1.9,-2,16,x,-1,8,12
Cc1cc(NC(=O)CSc2nnnn2-c2ccccc2)no1,6,-12,0.7,-3,22,15,-3,5,3
CCC(c1nc2ccccc2c(=O)n1CCN1CCOCC1)N1C(=O)c2ccccc2C1=O (stereo not given),24,3,-1.0,-3,6,-11,-2,4,2
CCc1cccc(CC)c1NC(=O)C(NS(=O)(=O)c1cccs1)c1ccccc1 (stereo not given),3,11,0.4,-2,13,12,0,1,8
Cc1cccc(N(CC(=O)NC2CCCCC2)C(=O)CCCC(=O)Nc2ccccn2)c1,8,-1,-4.8,0,-1,-9,2,12,-14
CSc1ccccc1NC(=O)CN(C)C(=O)COc1ncnc2ccccc12,-6,-5,0.8,-1,0,5,1,-7,-3
O=C(NCc1ccccn1)c1ccc(Cl)c(S(=O)(=O)N2CCCCCC2)c1,-2,23,0.4,2,-7,7,-5,2,-2
CCCCN(Cc1cc2cc(OC)ccc2[nH]c1=O)C(=O)COc1ccccc1,3,-3,0.6,-2,-10,8,0,2,9
CCOc1ccc(N(CC(=O)N2CCOCC2)S(=O)(=O)c2ccc(F)cc2)cc1,8,-7,2.4,5,1,-7,-7,-6,3
CC1CC(OC(=O)c2ccccc2C(=O)c2ccc(Cl)cc2)C(=O)O1 (stereo not given),17,-1,-0.8,-3,3,0,-4,-1,-10
N#Cc1ccc(CN2CCN(C(=O)CCNS(=O)(=O)c3ccc(F)c(F)c3)CC2)cc1,2,4,-3.0,-4,14,-6,-4,2,-9
CC(=O)c1ccc(OCCCC(=O)Nc2ccc(S(=O)(=O)N3CCOCC3)cc2)cc1,-4,-14,0.9,-4,-39,12,-4,-3,-2
CN(Cc1cccnc1)Cc1cn(C)nc1-c1cccc(Cl)c1,3,15,0.0,0,-1,3,-1,-5,-1
COc1cc(-n2c(=O)c3ccccc3n(CC(=O)c3ccc(F)cc3)c2=O)cc(OC)c1OC,-2,44,-2.5,1,-30,12,1,3,4
Cc1ccccc1C(=O)Nc1ccc(-c2nnc(SC(C)C(=O)O)n2C)cc1 (stereo not given),3,11,-1.7,-4,18,9,2,-1,-8
CN(C)S(=O)(=O)c1cccc(C(=O)NCc2cccs2)c1,21,-2,0.1,-2,11,-3,-3,2,2
c1cc2c(cc1C1CCCCC1)c1c3n2CCN=C3CCC1,40,53*,0.8,-5,2,8,1,-8,-10
CCOc1cc(/C=C2/C(=N)N3OC(C)=CC3=NC2=O)ccc1OCCOc1ccccc1,11,8,-2.7,0,-12,-16,4,-9,2
CC(=O)c1cccc(NC(=O)c2cccc(S(=O)(=O)N(C)C)c2)c1,1,13,-4.4,-1,-8,4,-4,0,-12
CCOc1cc(C)nc(N2CCCC(C(=O)NCc3ccccc3F)C2)n1 (stereo not given),34,-10,-1.8,-2,-9,7,2,3,15
O=C1CC(c2ccco2)Cc2nc(Nc3ccc(F)cc3)ncc21 (stereo not given),46,-25,0.9,-2,1,13,-3,-1,5
COc1cc(C(=O)OCC(=O)N2CCC(C)CC2)cc2c1OCCO2,23,4,1.2,4,-56,3,-3,10,6
CCOCCCNC(=O)C(c1ccc(OC)cc1)N(Cc1ccc2c(c1)OCO2)C(=O)c1cnccn1 (stereo not given),8,-1,-2.1,-1,-7,12,1,-6,1
CCOC(=O)C(/C=C(\C#N)C(=O)OCC)=C(/N)N1CCN(c2ccc(Cl)cc2)CC1,10,-1,-1.7,2,4,4,0,5,-5
NC(=O)C1(N2CCCCC2)CCN(Cc2nc3ccccc3c(=O)[nH]2)CC1,-5,13,-0.7,-3,-6,0,-2,-2,-8
COc1ccccc1C1CCN(C(=O)c2ccc(C(C)(C)C)cc2)CC1,42,28,0.4,-2,13,18,1,16,19
O=[N+]([O-])c1cc(C(F)(F)F)ccc1Oc1cccnc1[N+](=O)[O-],14,7,0.5,-1,-4,2,1,-12,-10
CCC(C)[C@@H](C(=O)N1CCNCC1)n1cc(CCCN=C(N)N)nn1 (stereo not given in full),11,-3,-1.5,-2,15,2,-1,-5,5
O=C(O)CN1C(=O)S/C(=C\c2ccc3c(c2)OCO3)C1=O,14,5,0.3,-1,14,2,-1,8,-9
Cc1cccc(C)c1NC(=O)COC(=O)c1c(C)nn(-c2ccccc2)c1C,24,-1,-1.4,-2,-4,16,-1,4,-1
O=C(NCc1ccc(F)cc1)C(c1ccco1)N(C(=O)c1csnn1)c1ccccc1 (stereo not given),9,-4,1.8,0,5,16,-6,-1,1
Cc1c(C(=O)NCCO)sc2nc3n(c(=O)c12)CCC3,5,13,0.9,-1,11,5,-1,-3,-28
COC(=O)c1ccccc1NC(=O)N1CCN(Cc2ccco2)CC1,8,13,-1.2,0,3,-5,-4,4,1
Cc1c(NC(=O)c2nn3c(C(F)(F)F)cc(-c4ccccc4)nc3c2Br)c(=O)n(-c2ccccc2)n1C,-3,19,-0.1,-4,6,3,0,1,-10
COc1ccccc1C1CCN(Cc2c(C)[nH]c3ccccc23)CC1,24,38,11,-3,6,-5,5,4,4
Cc1ccc(C(=O)OCc2nc3ccccc3s2)o1,6,-43,4.0,-6,16,3,4,-1,6
CON1C(=O)C(=O)N(OC)C2CCCCCC21 (stereo not given),0,18,-0.2,-3,7,6,-2,-1,-7
O=C1CC[C@@H](CN(Cc2ccccc2)Cc2cn[nH]c2-c2cc3ccccc3o2)N1,6,11,-1.9,-2,7,-4,-1,-1,7
CC1(S(=O)(=O)O)CC(=O)c2ccccc2C1=O (stereo not given),67*,25,2.9,13,25,12,-8,3,-3
COc1ccc(N(C)C(=O)CCC(=O)Nc2ccc3nc(N4CCOCC4)cc(C)c3c2)c(OC)c1,15,2,0.9,2,5,16,-3,0,6
C/C(=N\NC(=O)C(=O)Nc1cccc(C(F)(F)F)c1)c1ccc(Cl)s1,10,34,-0.7,0,1,-7,0,-13,-1
COc1cccc(C(=O)NCC(C)(C)SCc2ccc(F)cc2)c1,24,-10,-1.1,-1,16,8,-4,-7,12
Clc1ncc(CSc2ccccc2)s1,18,19,1.1,1,0,13,2,-4,-3

# Record cards, from the list above:
# Entry for `CCn1cc(C(=O)NNC(=O)c2ccc(Cl)cc2)c(=O)c2ccc(C)nc21` = tim23-1 inh: -17; Mdm2 MdmX PPI: 18; CHOP UPR activ: 1.9; APJ agonist: -2; APJ antag: 16; CCR6 antagonist: x; XBP1 UPR activ: -1; CXCR6 inh: 8; EBI2 block: 12
# Entry for `O=[N+]([O-])c1cc(C(F)(F)F)ccc1Oc1cccnc1[N+](=O)[O-]` = tim23-1 inh: 14; Mdm2 MdmX PPI: 7; CHOP UPR activ: 0.5; APJ agonist: -1; APJ antag: -4; CCR6 antagonist: 2; XBP1 UPR activ: 1; CXCR6 inh: -12; EBI2 block: -10

# Next part
SMILES,tim23-1 inh,Mdm2 MdmX PPI,CHOP UPR activ,APJ agonist,APJ antag,CCR6 antagonist,XBP1 UPR activ,CXCR6 inh,EBI2 block
Cc1cc(C)cc(NC(=O)Nc2ccc(Cl)cn2)c1,3,13,-0.4,-1,20,4,2,-4,-10
N#Cc1nc(COc2ccccc2)oc1N1CCCC1,8,-7,1.7,-4,4,0,2,1,8
COc1ccc2ccccc2c1CN1CCN(C)CC1,2,5,-1.3,-1,7,2,-1,7,8
O=C(CCS(=O)(=O)c1cccs1)Nc1ccc(C(=O)NC2CCN(Cc3ccccc3)CC2)cc1,0,21,2.7,1,10,9,-1,-19,10
CC(=O)NC1(C2CCCCC2=O)CCCCC1 (stereo not given),9,17,0.5,-3,9,-8,0,-6,-3
C#CCOCCOCCOCCNc1nc(N2CCN(C(=O)Cn3cc(CCCCN)nn3)CC2)nc(N2CCN(C(=O)[C@H](C)n3cc(CCCN=C(N)N)nn3)CC2)n1,6,-6,-0.4,-3,-9,x,-2,x,x
COc1ccc(OC)c2sc(NC(=O)c3ccc(S(=O)(=O)N4CCOCC4)cc3)nc12,-11,27,-2.3,0,-5,4,5,0,3
CCN1CCN(C(=O)c2cccc(OC3CCN(S(=O)(=O)N(C)C)CC3)c2)CC1,13,10,4.6,-3,29,49,2,-14,-14
Nc1ccc2nn(-c3ccc(Cl)cc3)nc2c1,12,-92,1.9,5,-2,-10,3,0,8
Cc1nc(SCC(=O)NCc2ccco2)c2c3c(sc2n1)CCCC3,23,23,-1.9,-2,0,14,3,4,12
COc1cc(/C=C(/NC(=O)c2ccccc2)C(=O)Nc2ccccc2)c([N+](=O)[O-])cc1OC,3,3,-0.8,-2,5,15,0,5,1
CCON1C(=O)CN(C(=O)OC)C1c1ccc(Cl)cc1Cl (stereo not given),4,-19,0.8,4,17,9,5,1,-4
COc1ccc(-n2nc(C#N)c(Cl)cc2=O)cc1,61*,100*,149*,-6,40,36,-6,38,42
COc1ccc(CC(=O)N/N=C(\C)c2ccc(Br)s2)cc1,-13,29,-0.6,-3,-11,0,-1,-1,-8
O=C(c1cc2cc([N+](=O)[O-])ccc2s1)N1CCCCC1,11,14,4.1,-3,-1,6,1,-2,3
N#CC1=C(SCC(=O)c2ccccc2)NC2=C(C(=O)CCC2)C1c1ccco1 (stereo not given),-26,-17,8.1,-6,17,25,6,5,-3
COC(=O)c1ccc(C2=NOC(C)(c3sc(-c4ccccc4)nc3C)C2)cc1 (stereo not given),11,-3,1.4,-6,22,7,-1,4,11
COc1ccc(C(=O)Oc2cc(C(=S)N3CCOCC3)ccc2OC)cc1,30,22,0.2,-5,13,1,-1,3,-1
O=C(NCCCn1ccnc1)c1cccc(S(=O)(=O)Nc2ccc(F)cc2)c1,-1,19,1.3,6,5,-1,1,4,-4
Cc1cc(C(=O)Nc2ccc(S(=O)(=O)N3CCCC3)cc2)no1,9,17,2.9,-2,-12,-7,1,1,-17
COc1cccc(C(=O)NN2CC(O)=C(c3nc(C)cs3)C2=N)c1,0,-6,-0.1,-5,13,1,-3,2,1
O=c1c2ccccc2nc(-c2ccco2)n1CCCn1ccnc1,2,7,-0.1,-4,1,-2,1,4,0
CCCCCC(C)NC(=O)CN1C(=O)NC(C)(c2ccc3ccccc3c2)C1=O (stereo not given),12,29,3.6,3,14,-3,-3,-7,-2
COc1ccc(CN2CCC(C(=O)Nc3ccc(Oc4ccccc4)nc3)CC2)cc1F,-6,2,1.4,3,9,3,-4,8,6
CCCCOc1ccc(C(=O)NCC(=O)N2CCN(Cc3ccc4c(c3)OCO4)CC2)cc1,21,20,-3.0,-1,13,7,-2,-13,1
